# Screens (PubChem BioAssay)
# CD40 NFkB inh: inhibitors of CD40-induced NF-kB signaling, primary screen, BL2 cells, luciferase reporter, single point | CD40L-induced, 4 h | 0.94% of 83,000 active | AID 1053188, 2014 | inhibition, % at 10 µM;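 active means mean inhibition of at least 50% with a set share of replicates also reaching that level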;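 further: 0% = neutral control wells and 100% = IKK inhibitor VII at 50 µM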
# Starred values were filed as active, the others as inactive; [ ] = dose if it differs, or a comment. These rows are one share of the data (hit frequency here may not be typical).
CD40 NFkB inh	smiles
-7[25 µM]	C[C@@H]1CN([C@H](C)CO)C(=O)CCCn2cc(nn2)CO[C@H]1CN(C)CC1CCCCC1
-14	COC(=O)c1c(-c2cc(C)ccc2C)csc1NC(=O)C1CC=CCC1C(=O)O (stereo not given)
7	CN(C)S(=O)(=O)c1ccc(C(=O)N2CCC(c3nc4ccccc4o3)CC2)cc1
4[25 µM]	CCNC(=O)[C@H]1[C@H](CO)[C@H]2Cn3c(cccc3=O)[C@@H]1N2C(=O)Nc1cc(F)ccc1F
5	Cc1cc(Cl)ccc1OCC(=O)Nn1c(C)ccc1C
0	CCn1nc(C(=O)OCC(=O)N2CCc3ccccc32)c2ccccc2c1=O
-28	O=C(c1ccc(N2CCCC2)c([N+](=O)[O-])c1)N1CCc2ccccc2C1
6	O=C(Nc1ccccc1)N1CCN(C2c3ccccc3-c3ccccc32)CC1
12	CC(C)(C)NC(=O)Cn1cnc([N+](=O)[O-])n1
-2[25 µM]	Cc1ccccc1S(=O)(=O)N1CCCCN2[C@@H](CO)[C@@H](c3ccc(-c4cccnc4)cc3)[C@@H]2C1
8	CN(CC(=O)Nc1cccc(F)c1)C(=O)c1cc(=O)[nH]c2ccccc12
2	Cc1ccc(CN2CCCC(CO)(Cc3ccccc3C)C2)s1 (stereo not given)
-10[25 µM]	CS(=O)(=O)c1ccc(-c2nc(-c3ccc(F)cc3)c(-c3ccncc3)[nH]2)cc1
0[25 µM]	C[C@H](CO)N1C[C@H](C)[C@@H](CN(C)S(=O)(=O)c2ccc(C#N)cc2)OCc2cnnn2CCCC1=O
-1	CCCCn1c(N)c(N(CCC(C)C)C(=O)c2cc(S(=O)(=O)N3CCOCC3)ccc2F)c(=O)[nH]c1=O
3	CC(=O)N1CCN(c2ccc(S(=O)(=O)N3CCCCC3)cn2)CC1
-4	C[C@H]1CN([C@@H](C)CO)C(=O)CCCn2nncc2CO[C@H]1CN(C)C(=O)Nc1ccc2c(c1)OCO2
-2[25 µM]	N#C[C@H]1[C@H](c2ccccc2-c2ccccc2F)[C@H](CO)N1C(=O)C1CC1
6	Cc1ccc(OCC(=O)Nc2cccc(S(=O)(=O)N3CCCCCC3)c2)c([N+](=O)[O-])n1
2	COc1ccc(NC(=O)COC(=O)CCOc2ccccc2C)cc1Cl

# Continued, overlapping the part above by 3 compounds.
CD40 NFkB inh	smiles
-2[25 µM]	N#C[C@H]1[C@H](c2ccccc2-c2ccccc2F)[C@H](CO)N1C(=O)C1CC1
6	Cc1ccc(OCC(=O)Nc2cccc(S(=O)(=O)N3CCCCCC3)c2)c([N+](=O)[O-])n1
2	COc1ccc(NC(=O)COC(=O)CCOc2ccccc2C)cc1Cl
2	COCC(=O)Nc1cc([N+](=O)[O-])ccc1C
14	Cc1ccc(S(=O)(=O)N2CCCCC2C(=O)Nc2nncs2)cc1 (stereo not given)
-27	COc1ccc(NC(=O)OC(C)C)cc1
13	O=C(Nc1ccn(-c2ccccc2)n1)c1ccc(S(=O)(=O)N2CCCCCC2)cc1
7	O=C(CNC(=O)N1CC(=O)Nc2ccccc21)NCCCc1ccccc1
1	O=C(C[C@H]1CC[C@H]2[C@@H](COC[C@H](O)CN2S(=O)(=O)c2ccccc2)O1)NCCN1CCCCC1
-2	Cc1cc2nccc(-c3ccc(Cl)c([N+](=O)[O-])c3)n2n1
2	O=C(COc1ccccc1)NCC(c1ccco1)N1CCN(c2ccccc2)CC1 (stereo not given)
56*	Cc1cccc(-c2ccc(C3[C@@H]4CN(C(=O)Nc5ccc(C(F)(F)F)cc5)C[C@H]3N4)cc2)c1 (stereo not given in full)
-3[25 µM]	O=C(C[C@H]1C[C@H]2c3cc(NC(=O)Cc4ccncc4)ccc3O[C@H]2[C@@H](CO)O1)NCCN1CCCCC1
-2	Nc1cc(C(=O)N2CCCC2)cc(C(=O)N2CCCC2)c1
16[25 µM]	CC(=O)N1CC2(C1)[C@H](c1ccc(-c3cccc(C#N)c3)cc1)[C@H](CO)N2CCC(F)(F)F
4	CN1c2ccc(-c3cccc(F)c3)cc2[C@@H]2[C@@H](CCN2S(=O)(=O)c2cccc(F)c2)[C@@H]1CO
11	CS(=O)(=O)N1CCC(CO)(Cc2ccccc2C(F)(F)F)CC1
-20[25 µM]	COc1ccccc1C#Cc1ccc([C@@H]2[C@H]3CN(CCC(F)(F)F)CCCCN3[C@H]2CO)cc1
4[25 µM]	C[C@@H]1CN([C@@H](C)CO)C(=O)Cc2cc(N(C)C)ccc2O[C@H]1CN(C)C(=O)NC1CCCCC1
13	CCc1ccc(NC2=NC(C(=O)c3ccccc3)CC(=O)N2)cc1 (stereo not given)
0	CNC(=O)Nc1ccc2snnc2c1
48	COc1ccc(-c2cc(NC(C)=O)c3ncc(-c4ccc(F)cc4)n3c2)cc1OC
1[25 µM]	O=C(CN1CCOCC1)NC[C@@H]1N[C@@H](CO)[C@H]1c1ccc(-c2ccccc2)cc1

# Later entries
CD40 NFkB inh	smiles
-64	O=C(Cc1c[nH]c2ccccc12)N1CCc2ccccc21
-15	OCCNc1nc2ccc(Cl)cc2[nH]1
7	Cc1ccc(C)n1NC(=O)c1ccco1
7	Cc1ccccc1OCC(=O)N/N=C/c1ccncc1
-7	Cc1cc(C)n(-c2nc(C)nc3c2cnn3-c2ccccc2)n1
-1	O=C(CSc1n[nH]c(-c2ccco2)n1)Nc1ccccc1
-1[25 µM]	CCC(=O)N1[C@H](CO)[C@@H](c2ccccc2)[C@H]1CN(C(C)C)S(C)(=O)=O
0	CCOC(=O)C[N+]1(C)CCN(C(C)=O)CC1
-1	CC1CN(c2ccc([N+](=O)[O-])nc2)CC(C)O1 (stereo not given)
5	COc1cc2c(OC)cccc2cc1C(=O)O
-8	CCCC(=O)Nc1nnc(-c2ccc3c(c2)OCO3)s1
-1[25 µM]	Cc1noc(C)c1S(=O)(=O)N(C)C[C@H]1OCCCC[C@@H](C)Oc2ccc(N(C)C)cc2C(=O)N([C@@H](C)CO)C[C@@H]1C
4[25 µM]	CCCNC(=O)C[C@H]1CC[C@@H]2[C@H](COc3ccc(NC(=O)CC)cc3C(=O)N2C)O1
-10[25 µM]	CCCNC(=O)NC[C@@H]1[C@@H](c2ccc(C3=CCCC3)cc2)[C@@H](CO)N1C(=O)CC
11	CC1CC(C)(C)CC2(C1)NC(=O)N(CC(=O)NCC(c1ccco1)N1CCCCC1)C2=O (stereo not given)
11	O=C(Nc1cccc(Cl)c1)NC1CC2CCC(C1)N2Cc1cccs1 (stereo not given)
-4	Cc1ccc2nc(SCC(=O)N3CCCC3)nc(=O)n2c1
-14[25 µM]	C[C@H](O)C#Cc1cnc2c(c1)C(=O)N([C@@H](C)CO)C[C@H](C)[C@@H](CN(C)Cc1cccc(C(=O)O)c1)O2
-1	O=C(Cn1c(=O)oc2ccccc21)N(Cc1ccccc1)C1CCS(=O)(=O)C1 (stereo not given)
-37	Cc1ccc(N2C(=O)C(CC(=O)Nc3cccc(F)c3)N(C3CC3)C2=O)cc1 (stereo not given)

# Overlap with the part before: 2 entries, followed by the next part.
CD40 NFkB inh	smiles
-1	O=C(Cn1c(=O)oc2ccccc21)N(Cc1ccccc1)C1CCS(=O)(=O)C1 (stereo not given)
-37	Cc1ccc(N2C(=O)C(CC(=O)Nc3cccc(F)c3)N(C3CC3)C2=O)cc1 (stereo not given)
0	Cc1ccc(S(=O)(=O)N(C)CC(=O)NNC(=O)CCC(=O)c2ccc(F)cc2)cc1
5	Cc1noc(C)c1CSCC(=O)Nc1ccccc1N1CCCC1
3	CN(C)S(=O)(=O)c1cccc(NC(=O)CCNC(=O)Nc2ccccc2)c1
-25	Cc1ccc(S(=O)(=O)N(C)C)cc1NC(=O)COC(=O)/C=C/c1ccc2ccccc2n1
-1	CC1(C(=O)Nc2ccc3nc[nH]c3c2)CCN1C(=O)c1ccccc1CCc1ccccc1 (stereo not given)
4	O=C(c1cc(-c2cccs2)on1)N1CCN(C(c2ccccc2)c2ccccc2)CC1
-3[25 µM]	C[C@H]1CCCCO[C@@H](CN(C)Cc2ccc(C(=O)O)cc2)[C@@H](C)CN([C@@H](C)CO)C(=O)c2cc(N(C)C)ccc2O1
3	CC(=O)N1[C@@H](CO)[C@H](c2ccc(-c3cccc(F)c3)cc2)[C@@H]1CNC(=O)C1CC1
-16	Cc1nnc(Sc2nc3ccccc3o2)c2ccccc12
6	CCOc1ncc(S(=O)(=O)N2CCN(CC)CC2)cc1C(=O)O
6	CC(=O)Nc1ccc(NC(=O)COC(=O)CCc2nc3ccccc3s2)cc1
2	O=C(NNC(=O)c1ccccc1F)c1ccc(S(=O)(=O)N2CCCC2)cc1
-7[25 µM]	Cc1noc(C)c1NC(=O)N[C@@H]1C=C[C@@H](CC(=O)Nc2ccc(-c3ccccc3)cc2)O[C@@H]1CO
-3	O=C(N/C(=C/C=C/c1ccccc1)C(=O)N1CCOCC1)c1ccccc1Br
1	CN(C)S(=O)(=O)c1ccc(C(=O)NC(=O)CSc2nnnn2C)cc1
13	CCCCN(C(=O)c1cc(S(=O)(=O)N2CCCCCC2)ccc1OC)c1ccccc1
-14[25 µM]	CCCN1[C@H](CO)[C@H](c2ccc(C3=CCCCC3)cc2)[C@@H]1CNS(C)(=O)=O
9	NC(=O)C1CCN(c2nc(-c3ccccc3)nc3ccccc23)CC1
7	O=C(NCC1CCCO1)c1ccc(F)c2ccccc12 (stereo not given)
2	O=C(COC(=O)CNC(=O)c1ccccc1F)NCCC1=CCCCC1

# Remaining list, next part:
CD40 NFkB inh	smiles
6	COc1ccccc1C(=O)NCC(=O)NCCSc1ccc(Br)cc1
13	CC/C(=N\NC(=O)c1ccncc1)C12CC3CC(CC(C3)C1)C2
2	CC1CN(C(=O)COC(=O)CSc2ccc(C(N)=O)cc2[N+](=O)[O-])CC(C)O1 (stereo not given)
-15	CCCC(=O)Oc1ccc(-c2nccc(C(OC)OC)n2)cc1
5	CN(CCOc1ccccc1)C(=O)c1cc([N+](=O)[O-])ccc1N1CCOCC1
16[25 µM]	C[C@H](CO)N1C[C@H](C)[C@H](CN(C)C(=O)C2CCCCC2)OCCCC[C@H](C)Oc2ccc(NS(=O)(=O)c3ccccc3)cc2C1=O
-6[25 µM]	N#C[C@@H]1[C@H](c2ccccc2C2=CCCC2)[C@@H](CO)N1C(=O)C1CCOCC1
-7	COc1ccc(OC)c(-c2cc(C(=O)O)c3cc4ccccc4cc3n2)c1
7	COc1ccc(/C=N/NC(=O)c2cccc([N+](=O)[O-])c2)c2ccccc12
0	COC(=O)Cc1nc2ccccc2[nH]1
2	Cc1ccc(S(=O)(=O)NCC(c2ccco2)N2CCOCC2)cc1 (stereo not given)
1	Cc1csc(SCC(=O)Nc2cc(S(=O)(=O)N(C)C)ccc2C)n1
-2	Cc1ccc(S(=O)(=O)CCc2nc3ccccc3[nH]2)cc1C
5	COc1ccccc1NC(=O)/C(N=Nc1ccc(C)c(S(=O)(=O)Nc2ccccc2Cl)c1)=C(\C)O
-2	C[C@H]1CCCCO[C@H](CN(C)C(=O)Nc2ccc(C(F)(F)F)cc2)[C@@H](C)CN([C@@H](C)CO)C(=O)c2cc(NS(=O)(=O)c3ccccc3)ccc2O1
17	CN(C)C(=O)c1cccc(-c2cccc(-c3nc(C(=O)NCc4ccccc4)cc4c3[C@H](CCO)N([S@@](=O)C(C)(C)C)C4)c2)c1
0	N#CCC(=O)N/N=C/c1ccc(OC2CSC2)cc1
7[25 µM]	COc1ccccc1-c1ccc([C@@H]2[C@@H](C#N)N[C@@H]2CO)cc1
-2	Cn1c(=O)c2c(nc(SCCN3CCCCC3)n2C)n(C)c1=O
6	CCC(CO)NCc1ccc2c(c1)n(C)c(=O)n2C (stereo not given)

# CD40 NFkB inh, entries above that show a hit.
CD40 NFkB inh	smiles
56*	Cc1cccc(-c2ccc(C3[C@@H]4CN(C(=O)Nc5ccc(C(F)(F)F)cc5)C[C@H]3N4)cc2)c1 (stereo not given in full)

# More entries:
CD40 NFkB inh	smiles
9	CCCCN(C(=O)c1cc(S(=O)(=O)N2CCCCC2)ccc1Cl)c1c(N)n(CCC)c(=O)[nH]c1=O
-41	c1cc(-c2ccc(N3CCOCC3)cc2)n2ccnc2c1
7	N#CCC(CNc1ncc(C(F)(F)F)cc1Cl)OC(=O)c1cccc([N+](=O)[O-])c1 (stereo not given)
8	O=C1CSC(c2cn(-c3ccccc3)nc2-c2cccs2)N1Cc1ccccc1 (stereo not given)
2	Cc1cccc(NCCC#N)c1
-14[25 µM]	COCC(=O)Nc1ccc2c(c1)[C@H]1C[C@@H](CC(=O)N[C@H](C)c3ccccc3)O[C@@H](CO)[C@H]1O2
-5	CCOc1ccc(OCCC(=O)Nc2ccc(N3CCOCC3)cc2N2CCOCC2)cc1
-19[25 µM]	CN1c2ccc(-c3cccc(F)c3)cc2[C@H]2[C@H](CCN2C(=O)Cc2ccccc2)[C@@H]1CO
4[25 µM]	CN1C(=O)c2cc(NC(=O)c3ccc(F)c(F)c3)ccc2OC[C@@H]2O[C@@H](CC(=O)N3CCCCC3)CC[C@@H]21
-3	Clc1ccc2c(c1)nc1n2CCCC1
1	CC(Oc1cccc(Cl)c1)C(=O)Nc1cc(Cl)ccc1N1CCOCC1 (stereo not given)
5	O=C(Nc1nncs1)C1CC(=O)N(CCc2ccc(F)cc2)C1 (stereo not given)
9	CC1(C)C(=O)Nc2ccccc2N1C(=O)COC(=O)CSc1ccc(Cl)cc1
5	O=C(NNC(=O)C12CC3CC(CC(C3)C1)C2)c1csc(N2CCOCC2)n1

# Single entries from above.
# Result for O=C(Nc1nncs1)C1CC(=O)N(CCc2ccc(F)cc2)C1 (stereo not given) under CD40 NFkB inh: 5
# Result for CC1(C)C(=O)Nc2ccccc2N1C(=O)COC(=O)CSc1ccc(Cl)cc1 under CD40 NFkB inh: 9
# Result for COCC(=O)Nc1ccc2c(c1)[C@H]1C[C@@H](CC(=O)N[C@H](C)c3ccccc3)O[C@@H](CO)[C@H]1O2 under CD40 NFkB inh: -14[25 µM]
# Result for c1cc(-c2ccc(N3CCOCC3)cc2)n2ccnc2c1 under CD40 NFkB inh: -41
# Result for CC(Oc1cccc(Cl)c1)C(=O)Nc1cc(Cl)ccc1N1CCOCC1 (stereo not given) under CD40 NFkB inh: 1
# Result for CCCCN(C(=O)c1cc(S(=O)(=O)N2CCCCC2)ccc1Cl)c1c(N)n(CCC)c(=O)[nH]c1=O under CD40 NFkB inh: 9
# Result for O=C(NNC(=O)C12CC3CC(CC(C3)C1)C2)c1csc(N2CCOCC2)n1 under CD40 NFkB inh: 5
